NTR1 ag = NTR1-driven beta-arrestin-GFP spot formation – imaging, U2OS cells, high content, primary screen (AID 493036) | activation, % at 20 µM | agonist mode | actives 0.17% (n = 330,000) | P30989;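 active means activation at or above 40% of the spot to cytoplasm intensity ratio, with at least 20 cells analyzed; inconclusive means wells under 20 cells, flagged as cytotoxic or low count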;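 further: 0% = DMSO without peptide and 100% = 100 nM NTR1 peptide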
Target sequence (P30989 whole entry, looked up): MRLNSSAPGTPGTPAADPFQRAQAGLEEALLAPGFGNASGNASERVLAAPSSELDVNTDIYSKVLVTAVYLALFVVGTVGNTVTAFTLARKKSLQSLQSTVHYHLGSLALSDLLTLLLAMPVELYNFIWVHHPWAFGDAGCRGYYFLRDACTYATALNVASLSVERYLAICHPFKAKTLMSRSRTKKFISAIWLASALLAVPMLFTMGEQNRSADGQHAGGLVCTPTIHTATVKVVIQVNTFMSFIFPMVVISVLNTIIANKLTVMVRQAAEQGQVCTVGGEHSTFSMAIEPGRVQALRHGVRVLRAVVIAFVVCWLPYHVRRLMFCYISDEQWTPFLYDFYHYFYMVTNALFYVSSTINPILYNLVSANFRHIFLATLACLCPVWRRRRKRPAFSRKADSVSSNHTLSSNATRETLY
PhoP inhibition = inhibitors of PhoP regulon expression, primary screen, Salmonella Typhimurium, GFP reporter (AID 1863) | actives 0.16% (n = 300,000) | one-dose inhibition, % at 50 µM; IC50 in µM for titrated hits | S. Typhimurium PhoP-regulated promoter GFP reporter, 4 h; higher % means a stronger effect;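 active means inhibition over 29.93%, a cutoff 3 SD above the screen mean, later confirmed by dose response; inconclusive means inhibition over 29.93% but no dose response follow-up; inactive means inhibition at most 29.93% or unconfirmed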;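 further: 0% = low Mg2+ inducing control and 100% = high Mg2+ repressing control; strong numbers were not always called active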
KOR beta-arrestin-1 = kappa opioid receptor activators – cell-based, luminescence, uHTS, primary screen (AID 1777) | KOR beta-arrestin recruitment, luminescence; higher % means a stronger effect | one-dose activation, % at 10 µM; EC50 in µM for titrated hits | actives 0.02% (n = 280,000); in the data active means activation above about 50%, passing the limit was not always enough; further: a part of the inactive calls stands beside numbers as strong as those of hits
GPR55 activation = selective activators of receptor GPR55 – imaging, U2OS cells, beta-arrestin-GFP redistribution, primary screen (AID 1961); U2OS GPR55 beta-arrestin-GFP redistribution imaging; higher % means a stronger effect; activation, % at 10 µM, or EC50 in µM where a hit was titrated; actives 0.048% (n = 290,000);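 active means activation above 40% with more than 50 cells counted in the well; inconclusive means wells holding fewer than 50 cells, flagged as toxic or sparse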;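 further: U2OS osteosarcoma cells stably expressing GPR55 and beta-arrestin-GFP; plate controls were DMSO negative control for no effect and LPI positive control for full effect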
GPR35 arrestin U2OS = inhibition of zaprinast-stimulated GPR35 beta-arrestin translocation – imaging, U2OS, beta-arrestin-GFP, zaprinast agonist, primary screen (AID 2058). U2OS GPR35 beta-arrestin-GFP translocation imaging, zaprinast antagonism; higher % means a stronger effect. one-dose inhibition, % at 10 µM; IC50 in µM for titrated hits. actives 0.052% (n = 290,000);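 active means inhibition of at least 50% with at least 30 cells and total cytoplasm GFP at most 10,000,000; inconclusive means under 30 cells or total GFP of 10,000,000 plus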
T cell HTS = T cell immune modulation candidate; 2C CD8+ T cell-vesicle binding, flow cytometry; active compounds read low; AID 2052; actives 0.068% (n = 330,000); calls only at 7 µM;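 active means response, share of CD8 T cells binding vesicles, and their 90th percentile fluorescence all below set limits, cut at about 80% in these data, passing the limit was not always enough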
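Benchmarks: naked versus QL9-loaded vesicles / Assay system: purified 2C TCR transgenic mouse naive CD8+ T cells / Technique: high-throughput flow cytometry with anti-B7-1 and anti-CD8 staining / Timing: Cell–vesicle co-incubation 1.5 h at 37 °C, staining 20 min on ice / Read-out: percent CD8+ FL2 mean versus row control / Probe or stimulus: QL9-loaded Drosophila micro-vesicles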
West Nile antiviral = West Nile virus antiviral activity, cell-based, CPE readout (AID 1621) | actives 0.02% (n = 290,000) | one-dose CPE inhibition, % at 10 µM; IC50 in µM for titrated hits | West Nile virus-infected cells, CPE inhibition; higher % means a stronger effect; in the data active means a potency from the dose series; inconclusive means CPE inhibition mostly from about 3.7% at the one dose, without a potency; inactive means the rest, 99 in 100 with CPE inhibition below about 2.2%; further: strong numbers were not always called active
GPR55 LPI antagonism = GPR55 antagonists blocking LPI-driven arrestin recruitment, primary screen, imaging, U2OS, beta-arrestin-GFP, LPI agonist (AID 2013) | actives 0.13% (n = 290,000) | U2OS GPR55 beta-arrestin-GFP translocation imaging, LPI antagonism; higher % means a stronger effect | inhibition, % at 10 µM; hits with a dose series show IC50 in µM;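 active means spots per cell inhibited over 60%, with over 100 cells counted and total cytoplasm intensity under 500,000; inconclusive means wells with under 100 cells, flagged as likely toxic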;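 further: U2OS cells stably carrying GPR55 and arrestin-GFP stimulated by 5 µM LPI near EC80; imaged beta-arrestin-GFP aggregate spots per cell after agonist stimulation; plate controls were LPI-stimulated DMSO wells for no effect and DMSO wells without LPI for full effect; some results filed as inactive read as strong as hits; confirmed hits need IC50 under 10 µM and bright autofluorescent wells are also inconclusive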
KOR beta-arrestin-2 = KOR antagonists, beta-arrestin recruitment, cell-based, luminescence, uHTS (AID 1778); KOR beta-arrestin recruitment, luminescence, antagonist mode; higher % means a stronger effect; inhibition, % at 10 µM, or IC50 in µM where a hit was titrated; actives 0.091% (n = 290,000); in the data active means inhibition above about 50%; further: strong numbers were not always called active
T cell HTS vesicle-bound % = recorded beside T cell HTS, whose call it bears; double positive events, %; measured here: CD8+ vesicle-bound cell fraction;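 binding gate set so that unloaded-vesicle control wells show 10% double positive cells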
NTR1 ag cell count 20 µM = also measured in NTR1 ag; calls as there; cell count; measured here: cell count, cytotoxicity flag
* marks the source's active call; other numbers are inactive results; i = inactive; ? = inconclusive; . = not tested or not shown; [ ] = another dose, or the depositor's remark.

A first look, five compounds:
SMILES	NTR1 ag	NTR1 ag cell count 20 µM	PhoP inhibition	KOR beta-arrestin-1	GPR55 activation	GPR35 arrestin U2OS	T cell HTS	T cell HTS vesicle-bound %	West Nile antiviral	GPR55 LPI antagonism	KOR beta-arrestin-2
Cc1c(-c2ccc(F)cc2)nc(N)c(C#N)c1-c1cccnc1	1.6	51	1.1%	1.6%	-0.1%	0.6%	i	28.5	-0.2%	-13.4%	12.1%
COc1ccc(-c2[nH]ncc2CN2CCC(C(=O)N3CCOCC3)CC2)c(F)c1	3.7	57	-6.7%	.	-0.1%	23.3%	i	61.6	-0.2%	-0.4%	-21.9%[20 µM]
Cc1ccc(OCC(=O)N/N=C\c2ccncc2)c(C)c1	1.3	87	0.9%	9.1%	-0.2%	4.2%	i	56.5	0.2%	6.2%	-4.0%
CCn1nc(C)c(CNCc2cn[nH]c2-c2cc3ccccc3o2)c1C	-0.5	61	-2.7%	2.0%	0.0%	1.6%	i	33.5	-0.5%	4.6%	27.4%
COc1ccc(CN2CCN(CCc3ccccc3)C(CCO)C2)c(O)c1 (centres undefined)	-0.6	36	7.4%	.	-0.3%	1.1%	i	18.5	0.0%	-9.3%	11.1%

All compounds of this part (from the top)
SMILES	NTR1 ag	NTR1 ag cell count 20 µM	PhoP inhibition	KOR beta-arrestin-1	GPR55 activation	GPR35 arrestin U2OS	T cell HTS	T cell HTS vesicle-bound %	West Nile antiviral	GPR55 LPI antagonism	KOR beta-arrestin-2
Cc1c(-c2ccc(F)cc2)nc(N)c(C#N)c1-c1cccnc1	1.6	51	1.1%	1.6%	-0.1%	0.6%	i	28.5	-0.2%	-13.4%	12.1%
COc1ccc(-c2[nH]ncc2CN2CCC(C(=O)N3CCOCC3)CC2)c(F)c1	3.7	57	-6.7%	.	-0.1%	23.3%	i	61.6	-0.2%	-0.4%	-21.9%[20 µM]
Cc1ccc(OCC(=O)N/N=C\c2ccncc2)c(C)c1	1.3	87	0.9%	9.1%	-0.2%	4.2%	i	56.5	0.2%	6.2%	-4.0%
CCn1nc(C)c(CNCc2cn[nH]c2-c2cc3ccccc3o2)c1C	-0.5	61	-2.7%	2.0%	0.0%	1.6%	i	33.5	-0.5%	4.6%	27.4%
COc1ccc(CN2CCN(CCc3ccccc3)C(CCO)C2)c(O)c1 (centres undefined)	-0.6	36	7.4%	.	-0.3%	1.1%	i	18.5	0.0%	-9.3%	11.1%
Cc1ccc(CNc2nc(N)c([N+](=O)[O-])c(NCc3ccccc3)n2)cc1	0.8	78	2.7%	-3.7%	-0.2%	11.4%	i	45.3	0.2%	-2.9%	-14.4%
C#CC(C)(CC)NC(=O)Cn1nnc(-c2ccc(S(C)(=O)=O)cc2)n1 (centres undefined)	-0.2	62	5.7%	1.8%	0.2%	9.9%	i	34.0	-0.4%	20.7%	-14.9%
CC1CC(=O)Nc2ccccc2N1S(=O)(=O)c1cccs1 (centres undefined)	-0.1	54	-5.2%	-0.9%	1.5%	1.8%	i	50.9	0.2%	-1.5%	28.9%
CCOCCc1nnc(NC(=O)c2ccc(OC)c(OC)c2)s1	2.6	58	-4.0%	-0.2%	-0.1%	1.9%	i	51.8	0.2%	3.3%	27.0%
C=CCn1c2ccccc2c2n[nH]c(=S)nc21	0.2	61	-4.4%	-5.6%	-0.2%	-5.7%	i	60.7	-0.5%	4.4%	-15.1%
O=C1CC(c2ccccc2)C(=O)N1c1cccc(O)c1 (centres undefined)	-1.5	50	-0.7%	1.4%	-0.1%	10.4%	i	20.9	0.4%	-2.7%	-2.9%
O=C1[C@@H]2Cc3c([nH]c4ccccc34)CN2C(=O)CN1CCCCCO	-1.2	81	5.6%	0.6%	-0.2%	1.5%	i	9.9	0.3%	-7.3%	13.1%
COC(=O)c1ccccc1NC(=O)c1nc2nc(C)cc(C)n2n1	1.3	53	2.1%	-2.4%	-0.1%	-1.7%	i	39.5	0.2%	8.1%	-10.4%
CCN(CC)c1nc(-c2ccccc2)cc(C(F)(F)F)c1C#N	3.4	69	-0.8%	0.5%	-0.1%	-5.6%	i	36.3	0.2%	1.7%	17.8%
O=C(NCc1ccccc1Cl)C1CCN(S(=O)(=O)c2cccs2)CC1	-0.3	50	2.4%	2.9%	-0.3%	13.5%	i	28.1	-0.1%	-6.7%	-26.1%
O=C(Nc1ccccc1C(=O)O)/C(=C/c1ccc(Cl)cc1Cl)NC(=O)c1ccco1	0.2	61	-5.6%	5.9%	-0.1%	-2.4%	i	68.7	0.8%	1.8%	-30.0%
CC(C)Nc1ccc(C(CC(N)=O)NC(=O)Cc2ccc(Br)cc2)cc1[N+](=O)[O-] (centres undefined)	2.5	90	-1.9%	4.4%	-0.1%	7.1%	i	10.2	-0.2%	6.0%	43.1%
O=C(c1ccccc1S(=O)(=O)NCc1ccccc1)N1CCCCC1	0.5	73	4.6%	-7.0%	-0.1%	24.8%	i	35.5	0.2%	-1.6%	-4.6%
Cc1cc2c(NC(=O)Nc3ccccc3)cccc2nn1	0.6	69	-7.1%	5.4%	-0.2%	8.5%	i	51.8	0.2%	-8.9%	48.2%
O=C(NCc1ccncc1)C1CCN(S(=O)(=O)c2ccc(F)cc2)CC1	-1.2	52	3.3%	1.6%	0.3%	6.1%	i	21.2	-0.3%	-7.5%	-28.3%
NC1CCN(c2cccc(Cl)n2)CC1	-1.4	66	0.2%	.	.	.	i	19.0	0.0%	.	.
Cc1ccccc1N(CC(=O)NC1CCCCC1)C(=O)c1csnn1	2.5	43	1.9%	5.6%	-0.4%	21.2%	i	49.6	-0.1%	-6.5%	-37.8%
CCN(C(=O)C1CCCO1)c1ccccc1 (centres undefined)	0.4	55	-0.6%	-2.3%	-0.2%	3.8%	i	68.4	-0.2%	0.9%	5.5%
Cc1ccc2nc(-c3ccc(NC(=O)C4CCCO4)cc3)[nH]c2c1 (centres undefined)	-1.2	56	4.6%	3.0%	-0.1%	9.1%	i	8.2	1.6%	-7.4%	-51.1%
CC1CN(C(=O)c2scc3c2OCCO3)CC(C)O1 (centres undefined)	-0.3	58	6.0%	-2.4%	-0.1%	-6.2%	i	33.6	0.2%	6.6%	3.1%
C/C=C(\C)CN1CCN(c2cc(C)ccc2C)CC1	0.0	58	0.7%	-1.1%	0.4%	31.8%	i	60.5	-0.6%	10.2%	-19.4%
O=C(NCC(=O)N(CCc1ccccc1)C(C(=O)NC1CCCCC1)c1ccncc1)c1ccco1 (centres undefined)	-1.3	79	6.3%	-5.1%	0.4%	12.8%	i	25.0	-0.1%	12.5%	-30.1%
COc1ccc(C2=NNC(c3cc(Cl)cc4c3OCOC4)C2)c(O)c1 (centres undefined)	2.2	51	-8.4%	-7.3%	0.3%	8.9%	i	52.1	-0.2%	11.0%	-3.2%[20 µM]
CCOCCCNC(=O)/C(C#N)=C/c1ccc(C(=O)OC)cc1	1.0	49	-0.4%	-5.8%	-0.4%	20.0%	i	22.2	-0.4%	-6.5%	-11.9%
O=C(NCc1nc2ccccc2[nH]1)C1CCCCC1	1.0	45	7.6%	-4.7%	0.2%	-6.8%	i	47.6	0.0%	0.8%	6.5%[20 µM]
Cc1cccc(Nc2nnc(SC/C(O)=C(\C#N)c3nc4ccccc4[nH]3)s2)c1	1.2	58	-4.4%	2.6%	-0.2%	-9.4%	i	1.3	0.2%	4.2%	3.2%
Cc1ccc(-c2ccc(=O)n(CCC(=O)N3CCN(c4cccc(C)c4)C(C)C3)n2)cc1 (centres undefined)	3.2	85	11.3%	-2.8%	-0.2%	12.7%	i	47.8	-0.8%	4.0%	29.0%
COc1ccc2[nH]c(-c3cccc(F)c3)cc(=O)c2c1	2.7	53	-12.9%	2.4%	-0.3%	-5.5%	.	.	?	-16.5%	-146.1%
CC1CCCCN1C(=S)NCc1ccco1 (centres undefined)	2.5	57	2.1%	-9.0%	0.1%	5.8%	i	37.8	-0.1%	2.3%	-5.1%
COc1ccc(Cl)cc1NC(=O)CCN1C(=O)C2C3CCC(C3)C2C1=O (centres undefined)	-0.5	50	3.3%	-2.9%	-0.1%	13.3%	i	18.4	-0.6%	-9.4%	-6.4%
C=CCN(c1ccccc1C(=O)NCC(=O)OCC)S(=O)(=O)c1ccc(C)cc1	-0.1	53	-6.8%	1.4%	0.8%	-4.6%	i	22.8	0.3%	9.8%	3.3%
COc1ccccc1Nc1nc(NCc2ccco2)nc(N)c1[N+](=O)[O-]	4.6	49	-12.2%	2.1%	0.5%	-6.9%	i	21.7	0.4%	5.0%	-37.1%
O=C(O)COc1ccc(/C=C/c2ccc3cccc([N+](=O)[O-])c3n2)cc1	2.9	65	-11.6%	-0.8%	-0.1%	-4.8%	i	42.9	0.6%	-8.6%	-5.6%
Cc1ccc(-n2nnnc2SCC(=O)Nc2ccc3c(c2)OCCO3)cc1C	2.2	33	-3.6%	-3.9%	0.5%	-2.9%	i	50.0	-0.3%	-3.5%	4.8%
CCCSc1ccccc1C(=O)N1CCN(C(=O)c2ccco2)CC1	2.2	50	-3.4%	-0.3%	-0.1%	0.6%	i	7.6	-0.1%	1.2%	1.6%
COc1ccc(C(C(=O)NC2CCCC2)N(Cc2cccnc2)C(=O)c2snc(C(N)=O)c2N)cc1OC (centres undefined)	-1.9	48	-2.5%	0.4%	-0.2%	-3.1%	i	35.6	-0.3%	4.5%	-5.4%
CCn1ncc(/C=C/C(=O)C2CC2)c1C	-2.3	54	0.2%	-1.0%	-0.3%	-1.8%	i	33.6	-0.1%	3.1%	17.2%
C1CCN(Cc2nnnn2CC2CCCO2)CC1 (centres undefined)	1.2	64	11.6%	.	-0.1%	9.9%	i	56.7	-0.8%	12.2%	-13.0%[20 µM]
CC(C)COc1ccc(C(=O)N/C(=C\c2cccc([N+](=O)[O-])c2)C(=O)O)cc1	1.2	57	-12.5%	2.4%	0.2%	-0.8%	i	18.3	-0.7%	16.7%	-34.8%

Source: PubChem BioAssay (several laboratories)
